12-LOX inh: blocks human arachidonate 12S-lipoxygenase; P18054; purified 12hLO, xylenol orange hydroperoxide absorbance; 1.1% of 580,000 active; AID 1671190; Potency, µM (titrated, usually from 108 µM), for the others: at the highest dose activity change, negative = inhibition, actives largely listed as inhibitors; active means well fitted inhibition curve with a large enough effect; inconclusive means small, poorly fitted or top-dose-only effect, or another doubt; inactive means no such curve, though single readings can be large or run the other way
Target sequence (P18054 whole entry, looked up): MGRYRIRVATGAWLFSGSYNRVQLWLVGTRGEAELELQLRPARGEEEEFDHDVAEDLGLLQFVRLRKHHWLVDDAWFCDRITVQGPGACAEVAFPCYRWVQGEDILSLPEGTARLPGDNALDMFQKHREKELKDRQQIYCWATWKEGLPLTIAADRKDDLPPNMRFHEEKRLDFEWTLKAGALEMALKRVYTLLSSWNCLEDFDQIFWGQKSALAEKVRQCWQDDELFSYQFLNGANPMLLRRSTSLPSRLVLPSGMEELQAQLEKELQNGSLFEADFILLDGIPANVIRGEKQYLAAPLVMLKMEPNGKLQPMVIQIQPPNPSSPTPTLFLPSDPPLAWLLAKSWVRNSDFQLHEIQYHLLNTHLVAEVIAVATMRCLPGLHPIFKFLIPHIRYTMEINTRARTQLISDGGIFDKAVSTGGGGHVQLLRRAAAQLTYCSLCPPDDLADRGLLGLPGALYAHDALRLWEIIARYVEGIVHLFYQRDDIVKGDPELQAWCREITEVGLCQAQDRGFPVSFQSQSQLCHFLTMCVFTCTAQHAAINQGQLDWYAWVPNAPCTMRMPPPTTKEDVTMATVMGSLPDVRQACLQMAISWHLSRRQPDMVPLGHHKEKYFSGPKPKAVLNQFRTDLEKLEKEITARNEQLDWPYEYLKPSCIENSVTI
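Purified human 12hLO at 150 nM in 25 mM Hepes, 0.01% Triton X-100, pH 7.0, preincubated 15 min at room temperature with compound. Reaction started with 40 uM arachidonic acid, 30 min at room temperature. Hydroperoxide measured by Fe-xylenol orange, 573/405 nm absorbance ratio.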
Numbers without * were called inactive; ? = inconclusive; [ ] = another dose, or the depositor's remark. On the % scale 0 is the no-effect control and ±100 the full control effect; potency means the concentration at half of the fitted maximal effect. A portion of the library; rates above refer to the full screens.

No.	canonical_smiles	12-LOX inh
1	Cc1cc(C)cc(Nc2nc(C)cc(=O)n2CC(=O)Nc2cccc(Br)c2)c1	?
2	O=C(NCc1ccc2c(c1)OCO2)C1CN(c2ccccc2)C(=O)N1 (stereo not drawn)	24%[176 µM]
3	COc1ccc(CN2C[C@@H]3C(=O)N(CCN4CCc5ccccc5C4)C(=O)[C@@H]3C2)cc1	49%[activator]
4	CCOc1ccc(Cl)cc1CN(C)Cc1cc2n(n1)CCCNC2	-2%
5	CNC(=S)NN=C1CCC(c2ccccc2)CC1 (stereo not drawn)	45%[activator]
6	CC(=O)NCCC(=O)N1Cc2ccccc2CC2(CCN(CC3CCNC3)CC2)C1 (stereo not drawn)	-2%[6.33 µM]
7	O=C([C@@H]1C[C@H](Oc2cccnc2)CN1C(=O)CCCc1ccccc1)N1CCOCC1	12%
8	COc1ccc(-c2nc(C(C)C)nc3c2CCN(C(=O)Cc2cccc(Cl)c2)CC3)cc1	-28%
9	O=C(c1ccc2ccccc2n1)N1CC2CC(C1)[C@H]1CCCC(=O)N1C2 (stereo partly drawn)	29%
10	Cc1cnccc1CN(C)Cc1ccc2c(C)cc(=O)oc2c1	-2%
11	NC(=O)c1ccc(CC2CCN(C(=O)C3CC3)CC2)cc1	60%[activator]
12	O=C(c1ccc2cc[nH]c2c1)N1CCC(N2C(=O)C(OCC3CC3)C23CCOCC3)CC1 (stereo not drawn)	16%
13	COc1ccc(NC(=O)[C@@H]2C[C@@H](c3cccc(C(F)(F)F)c3)N(C)C2)cc1	4%[176 µM]
14	COc1ccc(C(=O)Nc2ccc3oc(-c4ccc(F)cc4)nc3c2)cc1OC	14%
15	CC(=O)c1cccc(NCC(=O)Nc2ccc(C#N)cc2)c1	-3%

A second format for 2 compounds above:
3. COc1ccc(CN2C[C@@H]3C(=O)N(CCN4CCc5ccccc5C4)C(=O)[C@@H]3C2)cc1
  12-LOX inh = 49%[activator]

4. CCOc1ccc(Cl)cc1CN(C)Cc1cc2n(n1)CCCNC2
  12-LOX inh = -2%

The results go on.
No.	canonical_smiles	12-LOX inh
16	COc1ccc(OCCn2c3ccccc3n3nc(CCC(=O)O)c(=O)nc23)cc1	-2%
17	C=CCO[C@@H]1CCN2C(=O)c3cc(-c4cc(Cl)ccc4OC)ccc3NC(=O)[C@H]12	?
18	Cc1nc(CCNC(=O)CC(C)C)no1	5%
19	COC(=O)CCC1(C(=O)OC)c2ccccc2-c2ccccc21	-14%
20	COC(=O)C1CN(C2CCCC2)CCS(=O)(=O)N1Cc1ccc(C(F)(F)F)cc1 (stereo not drawn)	14%
21	O=C1/C(=C/c2ccccc2Cl)Cc2ccccc21	?
22	CCc1cc(N(C)Cc2noc(C3CC3)n2)n2nc(C)c(C)c2n1	59%[activator]
23	Cc1ccc(C(=O)O)cc1-n1cccc1	?
24	COCCCNC(=O)C1c2ccccc2C(=O)N(Cc2ccccc2)C12CCCC2 (stereo not drawn)	3%
25	CC1CCCN(c2ccc(C=O)cc2)C1 (stereo not drawn)	?
26	O=C(c1ccccc1)N1CCCC(c2noc(COc3ccccc3)n2)C1 (stereo not drawn)	23%
27	O=C(NC(O)C(=O)c1ccccc1)c1ccccc1 (stereo not drawn)	-28%
28	C[C@@H]1CN(C(=O)c2ccc(=O)n(C)c2)CC[C@@]1(O)C1CCOCC1	61%[activator]
29	COc1ccccc1C1CC(c2ccccc2NS(C)(=O)=O)=NN1C(=O)c1ccco1 (stereo not drawn)	?
30	Cc1ccc(-c2cc(C(=O)O)c3cccc(Cl)c3n2)s1	?

Exported with values ahead of the structure: part of the list above.
entry | 12-LOX inh | molecule
15 | -3% | CC(=O)c1cccc(NCC(=O)Nc2ccc(C#N)cc2)c1
16 | -2% | COc1ccc(OCCn2c3ccccc3n3nc(CCC(=O)O)c(=O)nc23)cc1
17 | ? | C=CCO[C@@H]1CCN2C(=O)c3cc(-c4cc(Cl)ccc4OC)ccc3NC(=O)[C@H]12
18 | 5% | Cc1nc(CCNC(=O)CC(C)C)no1
19 | -14% | COC(=O)CCC1(C(=O)OC)c2ccccc2-c2ccccc21
20 | 14% | COC(=O)C1CN(C2CCCC2)CCS(=O)(=O)N1Cc1ccc(C(F)(F)F)cc1 (stereo not drawn)
21 | ? | O=C1/C(=C/c2ccccc2Cl)Cc2ccccc21
22 | 59%[activator] | CCc1cc(N(C)Cc2noc(C3CC3)n2)n2nc(C)c(C)c2n1
23 | ? | Cc1ccc(C(=O)O)cc1-n1cccc1
24 | 3% | COCCCNC(=O)C1c2ccccc2C(=O)N(Cc2ccccc2)C12CCCC2 (stereo not drawn)
25 | ? | CC1CCCN(c2ccc(C=O)cc2)C1 (stereo not drawn)
26 | 23% | O=C(c1ccccc1)N1CCCC(c2noc(COc3ccccc3)n2)C1 (stereo not drawn)
27 | -28% | O=C(NC(O)C(=O)c1ccccc1)c1ccccc1 (stereo not drawn)
28 | 61%[activator] | C[C@@H]1CN(C(=O)c2ccc(=O)n(C)c2)CC[C@@]1(O)C1CCOCC1
29 | ? | COc1ccccc1C1CC(c2ccccc2NS(C)(=O)=O)=NN1C(=O)c1ccco1 (stereo not drawn)

(continued)
No.	canonical_smiles	12-LOX inh
31	COc1ccc(C2/C(=C(\O)c3ccc(F)cc3)C(=O)C(=O)N2c2cc(C)on2)cc1OC (stereo not drawn)	?
32	CN(C)C(=O)[C@]12CCCC[C@@H]1N(CCc1ccccc1)C(=O)CC2	2%
33	CN(C1CCOCC1)C1CCN(C(=O)c2cccc(Cl)c2)CC1	41%[activator]
34	O=C1[C@H]2CN(Cc3ccc(Cl)cc3)C[C@H]2C(=O)N1Cc1ccc2c(c1)OCO2	0%
35	COc1ccc(S(N)(=O)=O)cc1C(=O)N1CCC2(CCCN(C)C2=O)C1 (stereo not drawn)	13%
36	CCOC(=O)c1cc(NC(C)=O)ccc1N1CCOCC1	-22%
37	Cc1cccc(C(=O)N2CC(=O)N(C3CCCCC3)CC(OCc3ccccc3)C2)n1 (stereo not drawn)	?
38	Cc1ccccc1CNC(=O)CSc1cccs1	?
39	COCCCNC(=O)N1CCC2(CC1)CN(C(C)=O)CC2COC (stereo not drawn)	49%[activator]
40	Cc1nc2ccccc2c(C)c1C(=O)O	59%[activator]
41	O=C(CCn1ccn2nc3c(c2c1=O)CCCC3)Nc1cccc(C(F)(F)F)c1	17%
42	COc1cccc(C2CC(=O)Oc3c2c(=O)n(C)c2ccccc32)c1 (stereo not drawn)	16%
43	O=C(CCN=C1NS(=O)(=O)c2ccccc21)NCCc1ccccn1	-4%
44	O=C(NCCc1cccc2cccnc12)c1ccc2c(c1)CCCC2	4%
45	CSc1nc(Nc2ccccc2)c(C#N)c(-c2ccccc2)n1	19%
46	COC(=O)C1=C(C)N(Cc2ccccc2C(F)(F)F)C(=NCc2ccccc2C(F)(F)F)NC1c1ccc(C(F)(F)F)cc1 (stereo not drawn)	5%
47	CCc1nc(C)sc1CN1CCCn2nc(CCC(=O)O)cc2C1	?
48	CCCCCCC12C(=Cc3cc4c(cc31)OCCO4)c1cc(OC)c(OC)cc1C(CC(=O)NC1CCCCC1)N2C(=O)OC (stereo not drawn)	-30%
49	COc1ccc(-c2ccnc(N[C@H]3CO[C@H]4[C@@H]3OC[C@@H]4NC(=O)c3ccc4c(c3)OCO4)n2)cc1	9%
50	CCC(NC(=O)c1coc(COc2ccc(F)cc2)n1)c1ccncc1 (stereo not drawn)	-2%
51	O=C1CCN(S(=O)(=O)c2ccccc2)CCCN(Cc2cn[nH]c2-c2ccc(F)cc2)CCN1	32%[activator]
52	Cc1cc(C)c2nc(-c3ccncc3)cc(C(=O)Nc3nccs3)c2c1	?
53	CC1=C(/C=C/C(C)=C/C=C/C(C)=C\C=O)C(C)(C)CCC1	?
54	CCCC(=O)Nc1nc2nc(CCC)cc(=O)n2[nH]1	?
55	CCOC(=O)c1c(C)oc2ccc(OCC(=O)OC)cc12	-22%
56	COCCN1C(=O)CS(=O)C12CCN(C(=O)NCc1ccc(OC)cc1)CC2 (stereo not drawn)	10%
57	COC(=O)c1ccc(OC(=O)c2ccc3c(c2)NC(=O)CS3)cc1	-7%
58	Cc1ccc(C(=O)C(C)Oc2ccc(C#N)cc2)cc1 (stereo not drawn)	-26%
59	O=C(c1ccc(Cl)cc1)c1ccccc1C(=O)N1CCN(C(=O)CC2CCCC2)CC1	10%
60	CN(C)C[C@@H]1CN(Cc2ccccc2)C[C@H]1NC(=O)NCc1ccco1	80%[activator]
61	CNC(=O)[C@@H]1C[C@H](Oc2ccccc2)CN1S(=O)(=O)c1cccs1	33%
62	N#Cc1ccc(OCCn2cc(S(=O)(=O)N3CCCC3)ccc2=O)cc1	35%[activator]
63	O=C(O)c1csc(Br)c1	-14%
64	COc1ccc2c(c1)OCC(C(=O)NCc1cc3cc(OC)ccc3[nH]1)C2 (stereo not drawn)	-22%
65	CCn1c(SCc2ccccc2Cl)nnc1-c1ccccn1	40%[activator]
66	Cc1cccc(CC2(NC(=O)C3CC(=O)N(C4CCCC4)C3)CC2)c1 (stereo not drawn)	90%[activator]
67	Cc1cccc(C(=O)N2CCC(Oc3ccc(-c4noc(C(C)C)n4)cc3)C2)c1 (stereo not drawn)	19%
68	COC(=O)c1ccc(NC(=O)c2nc3ccccc3nc2N2CCCC2)cc1	18%
69	COCCN(C)C[C@@H]1CN(C(=O)c2cc(F)cc(C#N)c2)C[C@@H]1CO	10%
70	CCCN(CC1CC1)C(=O)C1CCc2ncc(-c3ccc(F)cc3)n2C1 (stereo not drawn)	36%[activator]
71	CC(C)C1c2nccn2CCCN1C(=O)c1cnco1 (stereo not drawn)	58%[activator]
72	Cc1cc(Cl)ccc1NC(=O)CN1c2ccc(S(N)(=O)=O)cc2CC1C (stereo not drawn)	-18%
73	O=C1CCN(C(=O)CN2CCCCCC2)CCCC(c2nc(-c3ccccc3)no2)CCN1 (stereo not drawn)	14%
74	CC1C(=O)N2CCCc3cc(S(=O)(=O)NCc4ccco4)cc1c32 (stereo not drawn)	-30%
75	COc1ccc(S[C@]2(c3nc(C)no3)CC(=O)N[C@@H]2c2ccc(OC)cc2)cc1	?
76	Cc1cccc(OCC(=O)N2CCN(C(=O)c3nnn4c3COC(c3ccc(Cl)cc3)C4)CC2)c1 (stereo not drawn)	0%
77	Cc1cnc(NC(=O)CCc2ncc(-c3ccc(CC(C)C)cc3)o2)s1	26%
78	COC[C@H]1CCCN1Cc1cn(-c2ccccc2)nc1-c1ccc(OC)cc1F	41%[activator]
79	Cc1ccccc1S(=O)(=O)N1CCCC(Cc2noc(-c3cccnc3)n2)C1 (stereo not drawn)	14%
80	COc1cccc(CC(=O)Nc2ccc3c(c2)CN(Cc2ccccc2)C(=O)C(C)O3)c1 (stereo not drawn)	33%[activator]
81	CC1=C(C(=O)Nc2ccccc2)C(c2cccc(C)c2)N2C(CC(=O)NC3CC3)=CSC2=N1 (stereo not drawn)	51%[activator]
82	CC(C)N1C[C@H](O)C[C@H]1c1nnc2n1CCN(C(=O)CCc1nc3ccccc3s1)C2	?
83	Cc1cc(N)cc(-c2nc3cc(C(C)C)ccc3o2)c1O	-7%
84	CCOc1cc(=O)n2c(c1C(=O)Nc1ccc3c(c1)OCCO3)CCCCC2	33%
85	CCCCNC(=O)N1CC(C(=O)NCc2ccco2)CC(c2ccc(F)c(C)c2)C1 (stereo not drawn)	29%
86	CCC(=O)N1CCC2(CC1)CC(C(=O)N1CCOCC1)N(C)C2 (stereo not drawn)	45%[activator]
87	Cc1ccc(CN2C(=O)NC3(CCCN(C(=O)c4cccc(Cl)c4)C3)C2=O)cc1 (stereo not drawn)	?
88	CC/C(=N/NC(=O)C1CC1(c1ccc(C)cc1)c1ccc(C)cc1)c1ccccc1 (stereo not drawn)	19%
89	CCOc1ccccc1C(=O)N1C[C@@H](CO)[C@H](c2nc(C3CC3)no2)C1	39%[activator]
90	O=C(c1cccc2[nH]ccc12)N1CC[C@@H]2COCCN(Cc3ccncc3)[C@@H]2C1	?

Later entries.
No.	canonical_smiles	12-LOX inh
91	Cc1ccc(-c2cnc(CCC(=O)NC(C)c3ccco3)o2)cc1 (stereo not drawn)	9%
92	COc1cccc(CN2C[C@H]3[C@H](C2)[S+](=O)([O-])C(C)(C)C(=O)N3CCOc2ccccc2)c1	18%
93	COc1ccc(C2CC(=O)Nc3nc(N)sc32)cc1OCc1ccccc1Cl (stereo not drawn)	1.1µM*
94	O=C(NCCCc1ccccc1)C1CN(Cc2ccccc2)C(=O)N1 (stereo not drawn)	25%[176 µM]
95	COCC(=O)Nc1ccc2ncnc(N3CCCCC3)c2c1	48%[activator]
96	C#CCNC(=O)c1nc2sccn2c1Br	-15%[176 µM]
97	CC(NC(=O)c1ccnc(Cl)c1)C1CC1 (stereo not drawn)	-3%
98	Cc1nc2ccc(C(=O)N3CCN(CC(=O)NCc4ccccc4)CC3)cc2nc1C	16%
99	O=C(NCC(=O)N1CCN(c2ccc(F)cc2)CC1)NCc1ccc(F)cc1	14%
100	Cc1ccc(CN(C)C2CCc3ccccc32)cc1 (stereo not drawn)	6%[176 µM]
101	Cc1ccc(-c2nnn(CC(=O)N3N=C(c4cccs4)CC3c3cccs3)n2)cc1 (stereo not drawn)	17%
102	COc1ccc(CN2C(=O)[C@@H]3C[C@@H](O)CN3C3(CN(C)C3)C2=O)cc1	12%[176 µM]
103	CCc1noc([C@@H]2CC(F)(F)CN2C(=O)c2coc(C)n2)n1	13%
104	O=C(Nc1ccnn1C1CCN(C(=O)c2ccc3n[nH]nc3c2)CC1)C1CC1	56%[activator]
105	COc1ccc2cc1Nc1ccc(cc1)C[C@H](NCc1ccncc1)C(=O)N(C)[C@H](C(=O)NCc1ccc(OC(F)(F)F)cc1)C2	?
